KB-V1 MDR tox = KB-V1 MDR subline cytotoxicity; KB-V1 MDR cells viability, CellTiter-Glo, 72 h; actives 3.4% (n = 400,000); Potency, µM (highest dose often 46.1 µM), for inactives: at the highest dose activity change, negative = cytotoxicity, actives largely listed as cytotoxic; also: potency is read from the fitted curve at half-maximal effect; % is scaled to controls: 0 for no effect and ±100 for the full control effect; nearly all actives have a fitted effect of over 60% in size
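Readout: CellTiter-Glo luminescence, 10 min after addition. Cells: KB-V1 MDR subline, 72 h at 37 degrees C with compound. Analysis: corrected, normalized data fitted to concentration-effect curves.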
HT1080 IDH1KD tx = kills HT-1080 cells with IDH1 knockdown; HT-1080 IDH1 knockdown viability, ATP luminescence, 48 h; Potency, µM (doses to about 46.1 µM), for inactives: at the highest dose activity, negative = toxicity, most hits filed as cytotoxic; actives 2% (n = 360,000); AID 686971;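 also: potency is read from the fitted curve at half-maximal effect; 0% = DMSO wells and -100% = cell-free medium wells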
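CellTiter-Glo luminescence after 48 h compound exposure at 37 degrees C of IDH1-knockdown HT-1080 cells in 5% FBS RPMI. %Activity scaled between DMSO wells and cell-free media wells, with curves fitted and assigned curve classes.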
HT1080-NT tox = kills 2HG-producing HT-1080-NT fibrosarcoma cells. HT-1080-NT fibrosarcoma viability, CellTiter-Glo ATP luminescence, 48 h. Potency, µM (titrated, usually from 46.1 µM), for the others: at the top dose activity, negative = less viability, hits mostly cytotoxic. actives 1.6% (n = 360,000);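 also: NT is the 2HG producing partner of a matched IDH1 knockdown line; potency is read from the fitted curve at half-maximal effect; 0% = DMSO-treated cells and -100% = media-only wells without cells; nearly all actives have a fitted effect of over 55% in size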
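Viability by CellTiter-Glo luminescence after 48 h compound exposure at 37C of HT-1080-NT cells (750/well, RPMI, 5% FBS). % activity scaled between DMSO wells and medium-only wells, then curve-fitted and categorized by curve class.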
SW480 rerep = inducers of DNA re-replication in SW480 colon cancer cells | SW480 DNA re-replication, Hoechst DNA content imaging, 48 h | Potency, µM (highest dose often 46.1 µM), inactives show at the highest dose re-replication activation, actives largely listed as activators | actives 1.8% (n = 340,000) | AID 624297; also: potency is read from the fitted curve at half-maximal effect; % of control where 0% means no effect; nearly all actives have a fitted effect of over 55% in size
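Image-based read-out: total Hoechst fluorescence of nuclei (405 nm excitation, 500-530 nm emission), with hits raising the fraction of high-intensity nuclei. SW480 colon cells incubated 48 hr with compounds at 37 C.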
MCF10A rereplic = DNA re-replication induction in MCF 10a cells. MCF 10A DNA re-replication, Hoechst nuclear intensity, 48 h. Potency, µM (highest dose often 46.1 µM), inactives show top-dose activity, positive = re-replication, usual class: activators. actives 2.9% (n = 350,000). AID 624296; also: potency is read from the fitted curve at half-maximal effect; % of control where 0% means no effect; nearly all actives have a fitted effect of over 50% in size
ATXN2 expr inh = reduces ATXN2 reporter expression in HEK-293 cells; actives 0.72% (n = 360,000); AID 1745845; Potency, µM (highest dose often 57 µM), for inactives: at the highest dose activity change, negative = inhibition, hits mostly inhibitors; HEK-293 ATXN2-luciferase reporter, luminescence, 24 h; also: potency is read from the fitted curve at half-maximal effect; % is scaled to controls: 0 for no effect and ±100 for the full control effect; nearly all actives have a fitted effect of over 55% in size
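ATXN2-luciferase reporter cells (luciferase flanked by upstream and downstream ATXN2 gene portions) were treated 24 h at 37 °C with compounds at up to 57 uM. SteadyGlo luminescence gave expression; GF-AFC fluorescence gave viability.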
IL1B secr inh = blocks inflammasome-driven IL-1 beta release; activity change, % at 57.5 µM; actives 4.7% (n = 360,000); THP-1 LPS/ATP IL-1B secretion, AlphaLISA, 16 h; stronger effect = lower value; in the data active = activity change below about -50%; inconclusive = mostly about -30% to -49%; also: % is scaled to controls: 0 for no effect and ±100 for the full control effect
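Secreted IL-1B measured by AlphaLISA bead assay after 16 h compound exposure of THP-1 cells; compounds (final up to 57.5 uM) added 1 h before LPS (250 ng/mL) and ATP (1.25 mM) stimulation; lower signal means less secretion.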
KB-3-1 cytotox = kills parental KB-3-1 adenocarcinoma cells. KB-3-1 viability, CellTiter-Glo ATP luminescence, 72 h. actives 1.4% (n = 400,000). Potency, µM (series often up to 46.1 µM), inactives show at the top dose activity change, negative = cytotoxic, hits mostly cytotoxic; also: potency is read from the fitted curve at half-maximal effect; % is scaled to controls: 0 for no effect and ±100 for the full control effect; nearly all actives have a fitted effect of over 60% in size
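Cytotoxicity in the drug-sensitive parental line KB-3-1 was scored as loss of CellTiter-Glo luminescence following 72 h incubation with compound. Values come from curve fitting of normalized concentration-response data.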
WRN inhibitor = inhibitors of human WRN helicase; Q14191; actives 0.46% (n = 360,000); Potency, µM (top dose mostly 114 µM), for the others: at the top dose activity change, negative = inhibition, hits mostly inhibitors; WRN helicase unwinding, fluorescent forked duplex, kinetic; AID 651768; also: potency is read from the fitted curve at half-maximal effect; % is scaled to controls: 0 for no effect and ±100 for the full control effect; nearly all actives have a fitted effect of over 55% in size
Target sequence (Q14191 whole entry, looked up): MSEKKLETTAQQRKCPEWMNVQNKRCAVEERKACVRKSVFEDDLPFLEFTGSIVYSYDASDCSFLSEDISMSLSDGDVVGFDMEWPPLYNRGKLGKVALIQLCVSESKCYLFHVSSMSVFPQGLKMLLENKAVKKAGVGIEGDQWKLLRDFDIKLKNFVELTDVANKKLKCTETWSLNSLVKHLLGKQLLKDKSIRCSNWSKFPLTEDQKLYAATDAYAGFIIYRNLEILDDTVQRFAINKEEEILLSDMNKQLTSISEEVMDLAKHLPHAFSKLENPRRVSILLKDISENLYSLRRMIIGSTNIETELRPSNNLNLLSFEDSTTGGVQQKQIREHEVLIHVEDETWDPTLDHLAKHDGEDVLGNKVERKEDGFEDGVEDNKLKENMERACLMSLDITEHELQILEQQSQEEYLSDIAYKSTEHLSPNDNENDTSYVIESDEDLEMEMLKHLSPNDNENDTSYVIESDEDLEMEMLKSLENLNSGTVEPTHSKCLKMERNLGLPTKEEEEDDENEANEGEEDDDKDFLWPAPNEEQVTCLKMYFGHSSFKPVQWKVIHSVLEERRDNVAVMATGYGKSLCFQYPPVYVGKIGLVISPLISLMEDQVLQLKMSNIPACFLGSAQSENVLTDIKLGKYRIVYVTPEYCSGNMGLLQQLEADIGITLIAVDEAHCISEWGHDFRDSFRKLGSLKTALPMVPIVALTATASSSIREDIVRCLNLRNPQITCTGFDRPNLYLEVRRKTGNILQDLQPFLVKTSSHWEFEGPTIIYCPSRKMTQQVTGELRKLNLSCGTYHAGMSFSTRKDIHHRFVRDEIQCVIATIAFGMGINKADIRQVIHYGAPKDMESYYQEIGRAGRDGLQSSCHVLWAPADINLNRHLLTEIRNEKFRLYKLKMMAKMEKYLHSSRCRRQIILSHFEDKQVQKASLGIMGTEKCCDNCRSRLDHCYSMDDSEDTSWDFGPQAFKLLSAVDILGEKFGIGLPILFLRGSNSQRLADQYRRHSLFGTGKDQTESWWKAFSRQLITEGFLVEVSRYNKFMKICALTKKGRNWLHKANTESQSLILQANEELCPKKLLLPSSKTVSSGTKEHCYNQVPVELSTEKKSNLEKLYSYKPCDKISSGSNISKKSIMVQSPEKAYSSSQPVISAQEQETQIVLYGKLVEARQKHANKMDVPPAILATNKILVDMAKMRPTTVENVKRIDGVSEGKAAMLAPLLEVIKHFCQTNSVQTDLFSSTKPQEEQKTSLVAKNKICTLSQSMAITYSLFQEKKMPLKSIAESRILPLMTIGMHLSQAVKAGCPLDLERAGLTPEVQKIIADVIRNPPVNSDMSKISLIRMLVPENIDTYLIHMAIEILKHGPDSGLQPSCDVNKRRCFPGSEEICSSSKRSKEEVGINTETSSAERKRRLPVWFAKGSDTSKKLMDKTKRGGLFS
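Fluorescence dequenching readout, ex 525 nm/em 598 nm, kinetic mode: forked duplex DNA (100 nM final) with adjacent fluorophore and quencher unwound by WRN (20 nM final) with 2 mM ATP. Compound preincubation 15 min, room temperature.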
* marks the source's active call; other numbers are inactive results; i = inactive; ? = inconclusive; . = not tested or not shown; [ ] = remark or other dose. Unless noted, calls follow the shape of the dose curve; as a rule, active = well fitted curve in the direction sought with a large enough effect; inconclusive = small, poorly fitted or top-dose-only effect, or another doubt; inactive = no such curve, though single readings can be large; an effect the other way counts as inactive or inconclusive.

Compound	KB-V1 MDR tox	HT1080 IDH1KD tx	HT1080-NT tox	SW480 rerep	MCF10A rereplic	ATXN2 expr inh	IL1B secr inh	KB-3-1 cytotox	WRN inhibitor
CC(C)c1nnc(NC(=O)CCC(=O)N2CCN(c3ccc(F)cc3)CC2)s1	0%	8%	6%	-2%	-1%	-17%	31	16%	5%
CCCN(CC(=O)Nc1ccccc1C)C(=O)COC(=O)c1cnc(C)cn1	15%	17%	8%	-8%	-4%	5%	8	11%	7%
CCOC(=O)C1=CN(Cc2cccc(F)c2)S(=O)(=O)N(C)C1c1ccc(F)c(Cl)c1 (configuration not stated)	0%	1%	5%	5%	23%	-7%	16	0%	-7%
CCn1c(CNS(=O)(=O)c2ccc(Br)cc2)n[nH]c1=S	1%	-6%	-2%	?	-21%	7%	25	-5%	-3%
COc1ccccc1C(=O)NCc1nnc(SCC(=O)Nc2nccs2)n1C	?	3%	-13%	-41%[inhibitor]	5%	1%	27	2%	-5%[57.1 µM]
O=C(c1ccc(Cl)cc1)N(Cc1ccco1)C1CCS(=O)(=O)C1 (configuration not stated)	4%	-2%	8%	-12%	-4%	9%	2	1%	6%
CC(C)CC(=O)c1c[nH]c(C(=O)NCC2CCCO2)c1 (configuration not stated)	17%	12%	15%	-3%	-9%	2%	-5	14%	-6%
Cc1cccnc1C(NC(=O)C1CCN(CCOc2ccc(F)cc2)CC1)c1ccc(F)cc1 (configuration not stated)	?	?	?	.	.	-25%	?	6%	3%[57.1 µM]
CCc1ccccc1N1CC23C=CC(O2)C(C(=O)OC)C3C1=O (configuration not stated)	10%	9%	-2%	-4%	-5%	-8%	17	12%	5%
CCOC(=O)Nc1sc(C(=O)N(CC)CC)c(C)c1C(=O)OCC	-11%	5%	12%	-5%	11%	-36%	0	-2%	-3%
Cc1ccc(CNC(=O)c2ccc(NS(=O)(=O)c3cccs3)cc2)cc1	?	-7%	2%	-1%	5%	1%	0	-2%	1%
Cn1c(NCCN2CCCC2)nc2cc(-c3ccsc3)sc2c1=O	-21%	?	?	.	.	?	-63*	?	9%[57.1 µM]
Cc1onc(-c2c(F)cccc2Cl)c1C(=O)Nc1nnc(-c2ccccc2)s1	-13%	1%	2%	6%	7%	-3%	8	-2%	-18%
N#CC1(P(=O)(c2ccccc2)c2ccccc2)CC1	28%	4%	7%	-2%	1%	2%	3	3%	-11%
Cc1ccc(C(=O)NNC(=O)c2ccccc2-n2cccc2)cc1	16%	6%	0%	-2%	-1%	2%	-19	4%	-1%
COc1ccc(C(=O)/C=C/Nc2ccc([N+](=O)[O-])cc2C)c(OC)c1	-4%	11%	15%	25%	-14%	-12%	-3	6%	10%
CCOC(=O)N1CCN(C(=S)NC(=O)C2CCCC2)CC1	6%	14%	10%	-3%	4%	-1%	-9	14%	-4%
Cc1nc(Nc2ccc(F)cc2)nc(Nc2ccc(F)cc2)c1[N+](=O)[O-]	-6%	?	?	-14%	?	-23%	18	-10%	-12%
Cc1ccc(OCCC(=O)NNC(=O)c2cc(C)oc2C)cc1	2%	14%	8%	-4%	4%	1%	-7	-1%	-8%
O=C(c1ccc(CSc2ccc(Cl)cc2)o1)N1CCOCC1	-9%	1%	9%	.	.	5%	-26	0%	3%
O=C(Nc1nccs1)c1ccc(Br)s1	14%	-2%	-1%	26%	6%	24%	4	10%	-4%[57.1 µM]
Cc1cc(NC(=O)c2cccs2)ccc1NC(=O)Cc1ccccc1	-9%	-12%	2%	4%	-10%	.	-18	-2%	-8%
CN1CCN(C(=O)c2cccc(NS(=O)(=O)c3ccc(Br)cc3)c2)CC1	?	-6%	7%	1%	9%	0%	-1	-4%	-28%
COc1ccc(Cl)cc1C(=O)NNC(=S)NC(=O)/C=C/c1ccco1	?	-1%	-16%	5%	14%	.	27	-15%	-2%
COCc1nnc(NC(=O)c2ccccc2[N+](=O)[O-])s1	0%	11%	5%	1%	5%	4%	3	8%	-9%
Cc1cc(C)n(-c2ccn(Cc3ccc(Cl)cc3Cl)c(=O)n2)n1	7.3µM*	-22%	-15%	-4%	2%	-6%	-17	-10%	1%
Cc1cc(C)c2c(n1)nn1c(N3CCN(Cc4ccccc4)CC3)cc(C)nc21	-10%	-8%	-11%	-4%	23%	-4%	35	-11%	-11%
CCc1noc(C)c1C(=O)Nc1ccc(C(F)(F)F)cc1	7%	1%	-6%	9%	1%	-10%	12	25%	3%
COCCCN1C(=O)C(=O)/C(=C(/O)c2ccc(OC(C)C)cc2)C1c1ccncc1 (configuration not stated)	2%	1%	2%	?	?	-6%	2	-3%	-13%
Cc1cccc(N(CC(=O)N2CCN(c3ccc(F)cc3)CC2)S(C)(=O)=O)c1C	?	7%	-9%	-1%	4%	-24%	-4	-5%	3%[57.1 µM]
Cc1cc(C)nc(Nc2ccc(N3CCCC3)cc2)n1	13%	4%	6%	-2%	-1%	31%	-30	-1%	0%
O=C(NC1CCCC1)C(C1CC1)n1c(C2CC2)nc2ccccc21 (configuration not stated)	?	1%	14%	.	.	.	-28	-7%	2%
CCCc1c(-c2ccc(F)cc2)ncn1CCc1ccccc1OC	?	?	?	.	.	?	-6	?	-12%
NC(=O)NC(=O)COC(=O)/C=C/c1cccs1	6%	9%	0%	?	1%	.	31	-1%	-2%
C#CCNC(=O)C1=C[C@H](c2csc3ccccc23)[C@@H](CCCO)[C@H](OCC)O1	?	5%	12%	0%	19%	-1%	3	-2%	2%
c1ccc(-n2nc3ccccc3n2)cc1	2%	1%	-2%	0%	-1%	-1%	-16	-8%	-11%
CCN(CC)CC(O)Cn1c(-c2ccccc2Cl)nc2ccccc21 (configuration not stated)	1%	11%	18%	12%	-1%	.	19	-5%	1%
Cc1ccc(C(=O)CSc2ncn[nH]2)cc1	1%	6%	-1%	1%	0%	15%	24	14%	13%
CN(Cc1ccccc1)C(=O)COC(=O)c1cc(-c2ccc(Cl)s2)nc2ccccc12	-4%	0%	0%	16%	?	-10%	2	1%	-3%
CCN1c2ccccc2-c2nc3ccccc3n2C1c1cccs1 (configuration not stated)	?	-1%	-16%	?	?	-9%	21	?	-16%
CCn1nnc2cc(C(=O)O)ccc21	11%	17%	17%	0%	1%	2%	-5	23%	-7%
COC(=O)c1cccc(NC(=S)Nc2ccccc2Cl)c1	17%	17%	17%	0%	3%	5%	1	10%	-14%
CC(=O)C[C@@H]1OC[C@H](Cc2ccccc2)N1S(=O)(=O)c1ccc(C)cc1	?	-18%	-23%	.	.	.	?	?	-7%
Cc1c(Cl)cccc1NC(CC(=O)c1ccccc1)C(=O)OCC(=O)c1cccs1 (configuration not stated)	0%	-3%	-3%	-4%	5%	12%	10	-2%	-34%
Cc1cc2nc(-c3cccc(Cl)c3)c(CC3CCCCC3)n2c(C)c1Br	-26%	-15%	3%	.	.	27%	36	0%	5%
CCc1nc2ccc(C(=O)N3CCN(c4ccc(Cl)cc4)CC3)cc2nc1CC	?	-18%	-2%	-6%	?	-18%	-15	?	-12%
Cc1cc(N/C=C(\C#N)S(=O)(=O)c2ccccc2Cl)nc(C)n1	5%	17%	0%	-9%	-1%	12%	21	10%	-1%
Cc1cccc(C)c1NC(=S)N(c1ccccc1)C(C)C	18%	0%	5%	-11%	-9%	-1%	3	10%	2%
Cc1ccn(CC(=O)NC2CC(C)(C)Cc3c2cnn3-c2ccc(F)cc2)n1 (configuration not stated)	?	1%	10%	-7%	-6%	41%[activator]	i	-11%	-11%
COc1ccc(S(=O)(=O)N(C)CC(=O)Nc2ccccc2C(F)(F)F)cc1Cl	15µM*	-6%	-8%	-1%	-10%	2%	13	-5%	-3%
Cc1cc(C)nc(NC(=O)Nc2ccccc2C(F)(F)F)n1	-6%	?	?	16µM*	?	18%	33	4%	-5%
CCCCn1c(N)c(N(CC)C(=O)c2c(CC)noc2C)c(=O)[nH]c1=O	?	12%	18%	-299%[inhibitor]	2%	-11%	7	-8%	-12%
COc1ccc(C(=O)NCCCN2CCCC2=O)cc1S(=O)(=O)N1CCOCC1	0%	7%	4%	.	.	.	-13	2%	3%
CCCNC(=O)COC(=O)CCC(=O)c1cccs1	5%	2%	-7%	-3%	6%	.	0	1%	-2%
O=C(NCc1cccs1)c1nc2c(nnn2Cc2ccccc2Cl)c(=O)[nH]1	8.2µM*	3.3µM*	4.6µM*	?	?	?	0	5.8µM*	-27%
Cc1cc(C(=O)C(=O)N(C)C)c(C)n1-c1ccc(Cl)c(Cl)c1	?	2%	4%	0%	12%	.	6	-9%	-8%
C[C@@H](NC(=O)c1ncn2c1c(=O)[nH]c1cccnc12)c1ccccc1	?	-9%	-8%	.	.	-2%	46	-13%	8%
O=C(CSc1nnc(-c2cccc(F)c2)o1)NC1CCCC1	-11%	-2%	11%	-25%	9%	2%	5	-1%	-1%
C=CCn1c(SCC(=O)Nc2cccc3ccccc23)nc(O)c(CC)c1=O	1%	2%	5%	1%	-7%	7%	7	12%	-5%

From PubChem BioAssay
